# NOD2 inhibition: NOD2 signaling inhibitors, cell-based, luminescence, uHTS, HEK293 (AID 1566) | 0.63% of 290,000 active | HEK293 NOD2/NF-kB luciferase reporter, luminescence; higher % means a stronger effect | inhibition, % at 4 µM, or EC50 in µM where a hit was titrated; note: many of its hits are not listed in these tables
# KOR beta-arrestin-1: KOR agonists, beta-arrestin recruitment, primary screen, cell-based, luminescence, uHTS (AID 1777); 0.02% of 280,000 active; KOR beta-arrestin recruitment, luminescence; higher % means a stronger effect; activation, % at 10 µM; hits with a dose series show EC50 in µM; in the data active = activation above about 50%, passing the limit was not always enough; note: a part of the inactive calls stands beside numbers as strong as those of hits
# GPR55 activation: GPR55 agonists via beta-arrestin recruitment, primary screen, imaging, U2OS cells, beta-arrestin-GFP redistribution (AID 1961) | one-dose activation, % at 10 µM; EC50 in µM for titrated hits | 0.048% of 290,000 active | U2OS GPR55 beta-arrestin-GFP redistribution imaging; higher % means a stronger effect;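 active = activation above 40% with more than 50 cells counted in the well; inconclusive = wells holding fewer than 50 cells, flagged as toxic or sparse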;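 note: U2OS osteosarcoma cells stably expressing GPR55 and beta-arrestin-GFP; plate controls were DMSO negative control for no effect and LPI positive control for full effect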
# Myeloid diff MLP: myeloid differentiation induction; calls only at 10 µM; 1% of 360,000 active; ER-HoxA9 myeloid progenitors, lysozyme-GFP differentiation, flow cytometry; AID 624256;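 active = normalized GFP-positive differentiation at or above the plate's own cutoff, the solvent-only control mean plus 3 SD; inconclusive = no clear call, values can overlap the other calls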;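 note: cells exposed to compound for four days before flow analysis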
# T cell HTS: T cell immune modulation candidate | 2C CD8+ T cell-vesicle binding, flow cytometry; active compounds read low | calls only at 7 µM | 0.068% of 330,000 active;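 active = response, share of CD8 T cells binding vesicles, and their 90th percentile fluorescence all below set limits, cut at about 80% in these data, passing the limit was not always enough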
#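 material = purified 2C TCR transgenic mouse naive CD8+ T cells | controls = Unloaded micro-vesicles (low), QL9 vesicles with 0.7% DMSO (high) | detection = cytometric PE anti-B7-1 and Alexa647 anti-CD8 signals after 1% paraformaldehyde fixation | incubation = binding step 1.5 h, 37 °C, antibody labelling 20 min, ice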
# NOD1 inhibition: NOD1 signaling inhibitors, primary screen, cell-based, luminescence, uHTS (AID 1578); NOD1-driven NF-kB luciferase reporter cells, luminescence; higher % means a stronger effect; inhibition, % at 4 µM; hits with a dose series show EC50 in µM; 1% of 290,000 active; in the data active = inhibition mostly above about 36%, no sharp cut-off; inactive = mostly below about 34%;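 note: HEK-293T reporter cells stimulated with the NOD1 agonist gamma-tri-DAP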
# KOR beta-arrestin-2: KOR antagonists, beta-arrestin recruitment, cell-based, luminescence, uHTS (AID 1778). inhibition, % at 10 µM, or IC50 in µM where a hit was titrated. KOR beta-arrestin recruitment, luminescence, antagonist mode; higher % means a stronger effect. 0.091% of 290,000 active; note: strong numbers were not always called active
# NTR1 ag: agonists of NTR1, primary screen, imaging, U2OS cells, beta-arrestin-GFP, high content (AID 493036); 0.17% of 330,000 active; P30989; NTR1-U2OS beta-arrestin-GFP spot imaging, agonist mode; activation, % at 20 µM;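 active = activation at or above 40% of the spot to cytoplasm intensity ratio, with at least 20 cells analyzed; inconclusive = wells under 20 cells, flagged as cytotoxic or low count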;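 note: 0% = DMSO without peptide and 100% = 100 nM NTR1 peptide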
# Target sequence (P30989 whole entry, looked up): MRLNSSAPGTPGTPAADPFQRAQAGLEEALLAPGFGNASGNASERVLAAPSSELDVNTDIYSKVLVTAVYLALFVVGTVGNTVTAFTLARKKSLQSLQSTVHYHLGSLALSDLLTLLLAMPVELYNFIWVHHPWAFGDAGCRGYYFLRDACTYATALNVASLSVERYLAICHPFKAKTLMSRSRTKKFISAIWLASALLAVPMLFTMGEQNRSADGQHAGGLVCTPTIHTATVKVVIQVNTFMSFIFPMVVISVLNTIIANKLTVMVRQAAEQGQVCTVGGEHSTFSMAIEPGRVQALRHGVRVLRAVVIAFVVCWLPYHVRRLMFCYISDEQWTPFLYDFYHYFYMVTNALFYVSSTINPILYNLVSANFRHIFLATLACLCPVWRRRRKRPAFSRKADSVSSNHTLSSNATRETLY
# GPR55 LPI antagonism: GPR55 antagonists blocking LPI-driven arrestin recruitment, primary screen, imaging, U2OS, beta-arrestin-GFP, LPI agonist (AID 2013) | U2OS GPR55 beta-arrestin-GFP translocation imaging, LPI antagonism; higher % means a stronger effect | one-dose inhibition, % at 10 µM; IC50 in µM for titrated hits | 0.13% of 290,000 active;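 active = spots per cell inhibited over 60%, with over 100 cells counted and total cytoplasm intensity under 500,000; inconclusive = wells with under 100 cells, flagged as likely toxic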;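 note: U2OS cells stably carrying GPR55 and arrestin-GFP stimulated by 5 µM LPI near EC80; imaged beta-arrestin-GFP aggregate spots per cell after agonist stimulation; plate controls were LPI-stimulated DMSO wells for no effect and DMSO wells without LPI for full effect; some results filed as inactive read as strong as hits; confirmed hits need IC50 under 10 µM and bright autofluorescent wells are also inconclusive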
# T cell HTS vesicle-bound %: also measured in T cell HTS; calls as there; double positive events, %; measured here: CD8+ vesicle-bound cell fraction;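 binding gate set so that unloaded-vesicle control wells show 10% double positive cells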
# NTR1 ag cell count 20 µM: also measured in NTR1 ag; calls as there; cell count; measured here: cell count, cytotoxicity flag
# Myeloid diff MLP GFP+ MAC1+ %: recorded beside Myeloid diff MLP, whose call it bears; GFP+ MAC1+ double positive, %; measured here: differentiation confirmed by MAC1 staining
# The depositor's hits bear a star; i = inactive; ? = inconclusive; / = no result given; + = active, no number; [ ] = another dose, or the depositor's remark. Cut-off read from the data, not from the text of the source, unless noted: active = inhibition above about 50%; inactive = the rest.
SMILES,NOD2 inhibition,KOR beta-arrestin-1,GPR55 activation,Myeloid diff MLP,Myeloid diff MLP GFP+ MAC1+ %,T cell HTS,T cell HTS vesicle-bound %,NOD1 inhibition,KOR beta-arrestin-2,NTR1 ag,NTR1 ag cell count 20 µM,GPR55 LPI antagonism
Cc1ccc(CNC(=O)CSc2ccc(-c3ccccn3)nn2)cc1,-2.7%,-5.1%,0.6%,i,0.8,i,57.5,-21.7%,19.9%,2.9,65,3.5%
CC1(C)C2CC=C(/C=N/NC(=O)c3ccc(O)cc3)C1C2 (configuration not stated),-12.8%,-3.3%,-0.2%,i,0.0,i,13.3,-26.8%,1.7%,-1.0,76,13.8%
CC(=O)N1CCc2c(sc(NC(=O)c3ccc([N+](=O)[O-])o3)c2C#N)C1,-42.4%,-5.7%,-0.1%,+,4.5*,/,/,-35.0%,42.9%,/,/,1.1%
CC(C)C(=O)Nc1nnc(SCC(=O)NC2CC2)s1,-2.5%,5.2%,0.1%,i,0.7,i,38.3,3.1%,44.3%,-1.5,63,1.4%
Cc1nc(NC(=O)c2cnccn2)ccc1Br,-83.1%,0.6%,-0.3%,i,0.5,i,49.5,-12.1%,-9.5%,/,/,-5.6%
COc1ccc(CNCCNC(=O)c2nonc2N)cc1OC,11.4%,6.8%,1.0%,+,2.9*,i,30.1,-22.3%,-0.7%,0.2,76,-3.3%
COc1ccc(N2C(=O)NC(NC(=O)C(C)(C)C)(C(F)(F)F)C2=O)cc1 (configuration not stated),10.1%,-4.6%,-0.3%,i,0.6,i,21.2,-3.9%,-5.9%,-0.6,75,6.4%
CC(=O)c1cccc(S(=O)(=O)Nc2cccnc2)c1,8.8%,-2.3%,-0.2%,?,/,i,40.6,-27.9%,-5.3%,-0.4,44,8.4%
O=C(Nc1cccnc1)c1cccnc1Cl,-3.3%,-4.1%,-0.1%,i,0.7,i,20.2,-25.1%,-9.8%,-1.0,70,4.9%
Cc1ccc(S(=O)(=O)CCC(=O)Nc2ccccc2Br)cc1,14.9%,-5.4%,0.0%,i,0.6,i,26.7,-5.2%,4.9%,1.1,52,2.4%
CCn1cc(C(=O)NC2CCCCC2C)c(=O)c2ccc(C)nc21 (configuration not stated),12.9%,1.1%,-0.2%,i,0.5,i,37.9,-5.0%,12.0%,-1.9,51,-6.3%
CCCOC(=O)C1[C@H]2C(=O)N(CCCOC)C[C@]23C=C[C@H]1O3 (some centres not stated),12.4%,-6.8%,0.2%,i,5.7,i,59.9,5.9%,43.3%,0.2,83,0.4%
Oc1ccc(N2CCN(CC(O)c3ccccc3)CC2)cc1 (configuration not stated),2.7%,1.4%,-0.2%,i,0.9,i,18.5,-45.8%,-15.2%,-0.5,42,1.9%
Cc1cc(OCCOCCN(C)CCO)cc(C)c1Cl,26.5%,-4.5%,-0.1%,i,0.4,i,53.3,15.2%,-8.5%,-0.4,27,4.2%
O=C(Nc1ccccc1Br)C1CC(=O)N(c2ccc3c4c(cccc24)CC3)C1 (configuration not stated),-2.8%,1.5%,-0.3%,i,1.3,i,64.7,-8.4%,-35.4%,1.9,63,-1.2%
O=C(O)c1cccc(COc2ccc3c(c2)CCC3)c1,-202.5%,/,0.0%,i,0.3,i,47.1,92.4%*,43.4%,2.1,55,5.2%
CCOC(=O)c1cccc(-n2c(-c3ccc(OC)cc3)nc3nc4ccccc4nc32)c1,5.4%,3.2%,-0.3%,/,/,/,/,-4.3%,55.0%,/,/,-10.2%
CC(=O)Nc1ccc(S(=O)(=O)Nc2nc3ccccc3nc2Nc2ccc(O)c(C(=O)O)c2)cc1,-5.0%,0.1%,0.3%,i,2.2,i,17.9,-11.7%,-54.1%,-1.0,68,-15.7%
O=C(c1cc(-c2cccc(Cl)c2)on1)N1CCN(c2ccc(F)cc2)CC1,17.5%,2.6%,0.0%,i,0.4,i,37.9,2.1%,-34.9%,13.2,55,4.0%
CC(C)NC(=O)c1ccc2c(=O)n(C3CCCC3)c(=S)[nH]c2c1,12.3%,5.3%,-0.1%,i,1.1,i,23.0,-22.3%,6.1%,2.3,88,-1.8%
COC(=O)c1cc2oc(C)cc2n1CC(=O)N(C)c1ccccc1,-3.5%,0.0%,-0.2%,i,2.0,i,16.0,-17.3%,12.2%,0.2,44,3.6%
COc1ccc2[nH]cc(CCNC(=O)Nc3ccccc3C)c2c1,8.9%,-1.5%,0.0%,i,0.4,i,64.9,-39.8%,-15.1%[20 µM],-0.2,52,4.6%
Cc1ccc2c(c1)NC(=O)C(CC(=O)NCCCN1CCCC1=O)O2 (configuration not stated),11.4%,-1.2%,0.4%,i,1.7,i,55.4,-2.2%,52.3%,-2.5,58,2.9%
COc1cc(OC)c(C(=O)OCC(=O)Nc2cc(C)on2)cc1OC,-1.9%,1.7%,0.4%,i,0.3,i,49.6,-24.6%,-14.9%,-1.6,68,-2.3%
Cc1nn2c(N3CCOCC3)cc(C(C)(C)C)nc2c1-c1ccc(Cl)cc1,-10.4%,4.9%,-0.1%,i,0.2,/,/,-4.1%,-8.7%,5.9,93,-7.5%
CC(=O)NC(CCS(C)(=O)=O)C(=O)Nc1cccc(C(C)=O)c1 (configuration not stated),9.7%,-4.9%,-0.1%,i,8.5,i,35.7,-23.6%,-28.8%,-0.6,49,1.2%
Cc1ccc(C)c(NC(=S)NCc2cccn2C)c1,-6.6%,4.0%,-0.1%,/,/,i,40.4,-17.1%,-9.6%,-0.4,78,-4.5%
COc1ccc(CN2C(=O)c3cccnc3C2Nc2ccc(C)cc2)cc1 (configuration not stated),4.0%,-0.2%,-0.1%,i,0.7,i,6.3,-14.4%,8.0%,-0.5,77,4.0%
CC(C)C(=O)NC(c1ccco1)c1ccc2cccnc2c1O (configuration not stated),17.6%,-5.0%,0.7%,?,/,i,26.2,20.6%,34.0%,4.1,31,3.4%
Fc1ccc(NC(=S)N/N=C/c2ccc(F)c(F)c2)c(F)c1,-12.9%,0.5%,0.3%,i,0.5,i,41.3,-10.0%,-16.5%,-1.3,82,19.3%
COC(=O)CCC(=O)Nc1ccc2oc3c(c2c1)CCCC3,7.8%,6.7%,-0.1%,i,0.6,i,31.1,-21.2%,-31.1%,-0.5,58,17.2%
Cc1ccc(S(=O)(=O)NCc2nc3ccccc3[nH]2)cc1,10.4%,3.5%,-0.1%,i,2.0,i,35.9,-15.3%,8.6%,-1.1,72,-3.9%
CN1CCN(CCCNc2c(C=O)c(=O)[nH]c3ccccc23)CC1,17.6%,0.1%,-0.1%,i,0.2,i,57.4,-5.5%,-27.9%[20 µM],0.1,53,22.0%
COC(=O)c1cc(/C=C/c2ccccc2)[nH]n1,-45.7%,-3.1%,-0.1%,i,0.8,i,52.7,-57.9%,-51.4%[20 µM],-0.3,62,-4.2%
CCN1C(=O)CC(c2ccc(OC(C)C)cc2)C1=O (configuration not stated),32.3%,2.4%,0.2%,i,0.4,i,32.1,-1.0%,4.1%,-1.7,98,-10.2%
CCN(CC)S(=O)(=O)c1cc(C)ccc1NC(=S)Nc1cccnc1,1.1%,-3.9%,-0.1%,i,0.7,i,61.2,-20.3%,1.7%,2.0,69,-9.0%

# Entries shown so far that have fluorine (3):
SMILES,NOD2 inhibition,KOR beta-arrestin-1,GPR55 activation,Myeloid diff MLP,Myeloid diff MLP GFP+ MAC1+ %,T cell HTS,T cell HTS vesicle-bound %,NOD1 inhibition,KOR beta-arrestin-2,NTR1 ag,NTR1 ag cell count 20 µM,GPR55 LPI antagonism
COc1ccc(N2C(=O)NC(NC(=O)C(C)(C)C)(C(F)(F)F)C2=O)cc1 (configuration not stated),10.1%,-4.6%,-0.3%,i,0.6,i,21.2,-3.9%,-5.9%,-0.6,75,6.4%
O=C(c1cc(-c2cccc(Cl)c2)on1)N1CCN(c2ccc(F)cc2)CC1,17.5%,2.6%,0.0%,i,0.4,i,37.9,2.1%,-34.9%,13.2,55,4.0%
Fc1ccc(NC(=S)N/N=C/c2ccc(F)c(F)c2)c(F)c1,-12.9%,0.5%,0.3%,i,0.5,i,41.3,-10.0%,-16.5%,-1.3,82,19.3%

# (cont.)
SMILES,NOD2 inhibition,KOR beta-arrestin-1,GPR55 activation,Myeloid diff MLP,Myeloid diff MLP GFP+ MAC1+ %,T cell HTS,T cell HTS vesicle-bound %,NOD1 inhibition,KOR beta-arrestin-2,NTR1 ag,NTR1 ag cell count 20 µM,GPR55 LPI antagonism
Cc1ccc(NC(=S)NNC(=S)NCc2ccccc2)cc1,3.5%,-1.0%,-0.1%,i,0.2,i,56.4,-23.0%,6.0%,1.9,59,6.6%
CCn1cc(C(c2ccccc2)C(C(C)=O)[N+](=O)[O-])c2ccccc21 (configuration not stated),8.3%,1.9%,0.7%,i,1.1,i,54.7,5.8%,-0.6%,-0.2,50,5.7%
C/C(=N\NC(=O)c1nnn(-c2nonc2N)c1CN(C)c1ccccc1)c1ccc(O)cc1,21.6%,4.5%,-0.1%,i,0.4,i,5.1,-21.2%,7.4%,1.9,57,19.9%
O=[N+]([O-])c1cc2c(c(CSc3nnc(Nc4ccccc4)s3)c1)OCOC2,-8.9%,4.1%,-0.1%,i,1.7,i,38.4,3.7%,-56.3%,11.4,56,-19.7%
CCn1c(NC(=O)c2cccs2)nc2ccccc21,-3.1%,0.4%,-0.2%,i,0.7,i,41.7,23.2%,-2.5%,-0.4,72,1.7%

# These rows are one share of the data; count on the stated rates, not on these rows.
